Source: PubChem
p53null 39C kill = kills p53 null cells at the nonpermissive temperature. H1299 p53-null (neo) cells, 39C, ATPlite viability, 24 h. Potency, µM (titrated, usually from 46.1 µM), without a hit: at the highest dose activity, negative = cell killing, usual class: cytotoxic. actives 0.97% (n = 55,000);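 also: potency is read from the fitted curve at half-maximal effect; 0% = DMSO only and -100% = full killing by 100 µM tamoxifen; nearly all actives have a fitted effect of over 50% in size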
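Following overnight plating at 37C (600 cells/well), H1299-neo or H1299-p53A138V cells are dosed up to 46 uM. Incubation lasts 24 hr at 39C before ATP detection.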
PTAP-TSG101 blk = inhibitors of HIV-1 PTAP binding to human TSG101, validation; Q99816; Fluorescence polarization, FITC-PTAP peptide/Tsg101, 20 min; Potency, µM (titrated, usually from 115 µM), inactives show top-dose activity change, negative = inhibition, usual class: inhibitors; 44,000 tested, under 10 active; AID 1347069; also: potency is read from the fitted curve at half-maximal effect; 0% is about no effect
Target sequence (Q99816 whole entry, looked up): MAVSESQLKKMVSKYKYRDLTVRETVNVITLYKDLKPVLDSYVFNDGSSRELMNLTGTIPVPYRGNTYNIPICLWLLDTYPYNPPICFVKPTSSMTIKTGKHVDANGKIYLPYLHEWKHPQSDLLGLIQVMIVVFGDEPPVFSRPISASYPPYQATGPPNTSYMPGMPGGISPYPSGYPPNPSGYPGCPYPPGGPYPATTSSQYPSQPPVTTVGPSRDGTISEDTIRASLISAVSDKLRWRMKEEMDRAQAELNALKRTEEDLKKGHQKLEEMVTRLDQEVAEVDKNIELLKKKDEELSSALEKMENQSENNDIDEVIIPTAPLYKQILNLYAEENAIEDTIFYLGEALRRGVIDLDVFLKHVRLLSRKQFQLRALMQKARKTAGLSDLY
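Fluorescence polarization: Tsg101 binding domain (10 uM final) in 10 mM HEPES pH 7.5, 0.15 M NaCl, 0.01% Tween 20, 3 mM EDTA, 0.1 mM TCEP; compounds pinned; FITC-PTAP peptide 50 nM final; 20 min, r.t.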
B2AR arrestin ag = ADRB2 beta-arrestin recruitment; HTLA Tango cells, beta-arrestin recruitment, luciferase luminescence, 18 h; Potency, µM (highest dose often 46.1 µM), without a hit: top-dose activation, usual class: activators; 44,000 tested, under 10 active;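 also: potency is read from the fitted curve at half-maximal effect; 0% = DMSO and full agonism = EC100 isoproterenol or metaproterenol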
Target sequence (P07550 whole entry, looked up): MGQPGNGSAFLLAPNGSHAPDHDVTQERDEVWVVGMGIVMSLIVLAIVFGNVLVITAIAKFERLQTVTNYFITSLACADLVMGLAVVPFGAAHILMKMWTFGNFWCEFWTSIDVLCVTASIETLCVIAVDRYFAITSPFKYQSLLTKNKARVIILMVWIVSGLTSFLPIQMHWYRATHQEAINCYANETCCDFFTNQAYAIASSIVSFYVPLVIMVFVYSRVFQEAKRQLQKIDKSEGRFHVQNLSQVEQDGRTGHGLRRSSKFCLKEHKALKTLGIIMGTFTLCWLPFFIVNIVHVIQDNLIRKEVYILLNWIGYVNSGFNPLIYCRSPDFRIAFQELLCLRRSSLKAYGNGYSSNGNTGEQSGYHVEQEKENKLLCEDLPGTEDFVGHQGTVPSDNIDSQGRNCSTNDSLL
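First, Tango cells carrying beta2-AR and beta-arrestin fusions received compound up to 46 microM. After 18 hr at 37 degrees C, luciferase substrate was added for 15 minutes, then luminescence gave %Activity for curve fitting.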
p53null 32C kill = p53 null cell cytotoxicity, permissive temperature; H1299-neo p53 null cells, ATP luminescence, 24 h, 32C; actives 0.62% (n = 55,000); AID 903; Potency, µM (titrated, usually from 46.1 µM), for inactives: at the highest dose activity change, negative = cytotoxicity, usual class: cytotoxic;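 also: potency is read from the fitted curve at half-maximal effect; 0% = DMSO only and -100% = full killing by 100 µM tamoxifen; nearly all actives have a fitted effect of over 55% in size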
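H1299-neo (p53 null) cells, 600/well, treated 24 h at 32C with compound up to 46 uM; ATPlite luminescence viability, normalized to DMSO and 100 uM tamoxifen; AC50 by Hill fit.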
NTMT1 inhibitor = blocks human N-terminal methyltransferase 1 activity | NTMT1 MTase-Glo SAH luminescence, purified enzyme | AID 1645870 | actives 2.5% (n = 59,000) | Potency, µM (series often up to 114 µM), inactives show at the top dose activity change, negative = inhibition, actives largely listed as inhibitors;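 also: potency is read from the fitted curve at half-maximal effect; plate controls were DMSO vehicle for no effect and no enzyme for full effect; nearly all actives have a fitted effect of over 65% in size; many of its hits are not listed in these tables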
Target sequence (Q9BV86 whole entry, looked up): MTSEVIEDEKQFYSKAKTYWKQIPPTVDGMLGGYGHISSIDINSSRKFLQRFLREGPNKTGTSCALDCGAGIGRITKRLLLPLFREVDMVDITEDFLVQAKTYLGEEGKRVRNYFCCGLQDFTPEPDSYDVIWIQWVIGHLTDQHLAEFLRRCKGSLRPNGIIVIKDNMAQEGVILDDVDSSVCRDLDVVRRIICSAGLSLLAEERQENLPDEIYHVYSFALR
GALK inhibitor = inhibitors of human galactokinase (GALK) | AID 1347072 | 44,000 tested, under 10 active | Potency, µM (top dose mostly 57.5 µM), for inactives: at the highest dose activity, negative = inhibition, most hits filed as inhibitors | recombinant GALK, Kinase-Glo ATP luminescence, 1 h;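 also: plate controls were full GALK reaction for no effect and reaction lacking GALK for full effect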
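Reactions with and without enzyme served as controls. GALK at 5 nM phosphorylates 100 uM galactose using 35 uM ATP (HEPES pH 8.0, Mg2+) for 1 h at RT, with luminescence read 10 min after adding Kinase-Glo Plus.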
FH mod = Identification of activators of human fumarate hydratase by quantitative high-throughput screening; Potency, µM (series often up to 79.9 µM), inactives show at the highest dose activity change, negative = inhibition, hits mostly inhibitors; actives 0.22% (n = 54,000); Fumarate hydratase, mitochondrial (Homo sapiens), P07954; FH coupled MDH/diaphorase resazurin fluorescence, 15 min; also: potency is read from the fitted curve at half-maximal effect; % is scaled to controls: 0 for no effect and ±100 for the full control effect; the screen sought activators but most active calls are inhibition curves; nearly all actives have a fitted effect of over 45% in size
* marks the source's active call; other numbers are inactive results; ? = inconclusive; nt = not tested or not shown; [ ] = another dose, or the depositor's remark. Calls follow the shape of the dose curve; as a rule, active = well fitted curve in the direction sought with a large enough effect; inconclusive = small, poorly fitted or top-dose-only effect, or another doubt; inactive = no such curve, though single readings can be large; an effect the other way counts as inactive or inconclusive. This is a subset; rates above refer to the full screens.

SMILES	GALK inhibitor	PTAP-TSG101 blk	B2AR arrestin ag	FH mod	NTMT1 inhibitor	p53null 32C kill	p53null 39C kill
COc1ccc(Cn2ccnc2SCC(=O)Nc2ccc3c(c2)OCO3)cc1	1%	0%	0%	-2%	12%	-4%	10%
COc1ccc(NC2=C(c3ccccc3)C(=O)c3ccccc32)cc1Cl	0%	-3%	10%	nt	nt	?	?
O=C(c1ccccc1)c1ccc2nc(N3CCN(c4ccc(F)cc4)CC3)c3nncn3c2c1	1%	-2%	0%	-1%	15%	5%	-20%
O=C(NCc1ccc(F)cc1)C(=O)Nc1ccc2nc3n(c(=O)c2c1)CCCCC3	6%	1%	-3%	-5%	-2%	12%	-23%
Cc1ccc(CNc2oc(-c3ccc(COc4ccc(C)cc4)o3)nc2C#N)cc1	-7%	-1%	-4%	?	13%	11%	14%
CCOC(=O)C1CCN(C(=O)c2ccc3c(=O)n4nc(Nc5ccccc5)sc4nc3c2)CC1	0%	1%	-2%	-13%	9%	-9%	23%
COc1cccc(NC(=O)Cn2c(=O)n(CCc3cccc(C)c3)c(=O)c3ccccc32)c1	-9%	4%	-2%	-4%	5%	-9%	0%
Cc1cccn2c(=O)cc(COc3ccc(NC(=O)COc4ccc(F)cc4)cc3)nc12	-1%	1%	-1%	7%	10%	-4%	?
CCN(c1ccccc1)c1nnc(NC(=O)Nc2ccc(Br)cc2F)s1	2%	-1%	-2%	-9%	5%	-2%	-14%
CCc1nn2c(=O)cc(COC(=O)c3cccc(NC(=O)c4ccccc4Cl)c3)nc2s1	1%	-4%	1%	-7%	-1%	1%	-5%
Nc1nn(-c2ccccc2)nc1C(=O)OCc1ccccc1	-15%	1%	1%	-18%	2%	-7%	-14%
COc1cn(CC(=O)Nc2cccc(C)c2C)c(CN2CCCCC2)cc1=O	-1%	-2%	-3%	-34%	6%	-2%	-1%
COc1ccc2c(c1)NC(c1cccnc1)=NC(c1ccc(F)cc1)=N2	-4%	-2%	-2%	5%	-7%	3%	?
COc1ccc(C2CC(=O)c3c([nH]c(C(=O)OC4CCCCCC4)c3C)C2)cc1 (configuration not stated)	-1%	0%	-2%	3%	10%	-10%	-17%
Cc1ccc2[nH]c(CSc3nnc(NC(=O)c4ccccc4F)s3)cc(=O)c2c1	0%	0%	0%	-22%	0%	0%	-13%
COc1ccc(Cl)cc1NS(=O)(=O)c1c(C)[nH]c(=O)[nH]c1=O	0%	-4%	0%	6%	5%	14%	11%
CC(C)Cn1cc(NC(=O)Nc2cccc(C(F)(F)F)c2)c2ccccc2c1=O	0%	1%	0%	?	9%	2%	-9%
COc1ccccc1CNC(=O)CCCn1c(=O)c2ccccc2n(Cc2ccc(F)cc2)c1=O	4%	-1%	1%	-34%	2%	12%	-15%
CC(C)c1ccc(S(=O)(=O)c2nnn3c2nc(NCc2cccs2)c2sccc23)cc1	0%	2%	-1%	-6%	15%	-1%	-25%
Cn1c(=O)c2sccc2n2c(CCC(=O)NCc3ccccc3)nnc12	4%	9%	0%	5%	0%	5%	3%
Cc1cccc(NC(=O)CCn2nc(C)c3c(C)n(-c4ccccc4)nc3c2=O)c1C	0%	0%	0%	-15%	?	3%	12%
Cc1cc(C)c(NC(=O)Cn2c(=O)n(CC3CCCO3)c(=O)c3ccccc32)c(C)c1 (configuration not stated)	-1%	-3%	-2%	3%	3%	10%	-3%
CCc1ccc(NC(=O)Cn2c(-c3cncs3)nc3ccccc32)cc1	?	-6%	-2%	14%	11%	2%	-10%
CCOc1ccc(S(=O)(=O)NCCc2csc3nc(-c4ccc(F)cc4)nn23)cc1	-1%	1%	0%	-8%	2%	5%	?
Cc1cc(C)cc(NC(=O)CSc2nc3c(oc4ccccc43)c(=O)n2-c2ccccc2F)c1	-4%	-1%	-2%	-12%	8%	11%	19%

The results go on.
SMILES	GALK inhibitor	PTAP-TSG101 blk	B2AR arrestin ag	FH mod	NTMT1 inhibitor	p53null 32C kill	p53null 39C kill
COc1ccc(-c2nc(SCC(=O)NC3CCCC3)c(-c3ccccc3)[nH]2)cc1OC	3%	-12%	6%	-18%	-20%	-2%	-16%
COC(=O)c1cccc(NC(=O)N(C)CCc2c(C)nn(C)c2C)c1	2%	-3%	0%	0%	4%	-4%	-1%
CCCC12CN3CC(C)(CN(C1)C3c1cn(C)c3ccccc13)C2=O (configuration not stated)	-3%	0%	-2%	-13%	-1%	6%	-8%
Cc1ccc(C(=O)Nc2ccc3nc(SCC(=O)N4CCc5ccccc54)sc3c2)cc1	-5%	0%	-4%	-11%	-2%	-14%	-11%
Cc1nc2nc(NCc3ccc(Br)cc3)[nH]n2c(=O)c1Cc1ccccc1	2%	-5%	0%	-11%	-1%	-29%	-11%
COc1ccccc1NC(=O)CN1C(=O)CCSc2ccccc21	5%	-9%	-2%	-37%	-1%	-6%	11%
COc1ccc(N2CCN(C(=O)CSc3nc(-c4ccc(C(C)C)cc4)no3)CC2)cc1	0%	1%	?	-6%	-2%	-27%	-1%
CCN(C(=O)C(=O)Nc1ccc2nc3n(c(=O)c2c1)CCCCC3)c1ccc(F)cc1	-3%	0%	-2%	-3%	-3%	5%	-25%
Cc1cccc(Cn2c(C)c(CNC3CCCCC3)c(C(=O)O)c2C)c1	0%	-1%	-1%	-8%	-5%	1%	26%
CCC(=O)C1=C(c2ccccc2)N(C(=O)CC)n2c(nnc2-c2ccccc2)S1	1%	-2%	0%	4%	-5%	10%	-12%
COc1ccc(N2CCN(C(=O)c3sc4nc5n(c(=O)c4c3C)CCC5)CC2)cc1	2%	-1%	1%	?	-16%	2%	0%
COc1ccc(-c2cc(C(F)F)n3ncc(C(=O)Nc4cc(OC)ccc4OC)c3n2)cc1	4%	-1%	0%	-1%	9%	2%	-22%
COc1ccc(Br)cc1CNC(=O)C1COc2ccccc2C1 (configuration not stated)	-4%	-3%	-1%	-10%	3%	7%	-11%
Cc1ccc(CN2CCC(CNC(=O)Nc3ccc(Cl)cc3)C2)cc1 (configuration not stated)	-13%	1%	-2%	0%	-11%	11%	?
COc1ccccc1CNC(=O)c1cccc(NC(=O)N2CCSc3ncccc32)c1	1%	-2%	-1%	0%	-2%	-5%	2%
CC(=O)c1ccc(N2CCN(C(=O)C3CCN(S(=O)(=O)c4c(C)noc4/C=C/c4ccc(C)cc4)CC3)CC2)cc1	5%	0%	1%	?	-20%	-2%	8%
COc1cccc(NC(=O)CC(C)S(=O)(=O)c2ccc3c(c2)NC(=O)CO3)c1 (configuration not stated)	1%	-4%	1%	0%	10%	-9%	-3%
CCOC(=O)N1CCC(NC(=O)c2c(C)nn(-c3cccc(C)c3)c2-n2cccc2)CC1	-1%	-1%	1%	-3%	0%	-5%	-3%
O=C(Nc1cccc(-c2nc3ccccc3o2)c1)c1cccc2c(Cl)cccc12	2%	-3%	1%	4%	-15%	13%	-29%
CCC(Sc1nc2nccnc2c(=O)n1Cc1ccc(C)cc1)C(=O)NC1CCCCC1 (configuration not stated)	0%	0%	1%	-4%	-3%	2%	-8%
CCc1cc2c(cc3c(=O)n(CC(=O)N4CCN(c5cccc(C)c5C)CC4)nc(CC)n32)s1	-4%	-5%	0%	-5%	15%	1%	4%
COC(=O)C1=C(c2ccccc2)c2ccccc2S(=O)(=O)N1CC(=O)Nc1ccccc1C(F)(F)F	3%	-2%	-2%	-16%	2%	0%	-2%
COc1ccc(NC(=O)C2Cc3ccccc3CN2S(=O)(=O)c2ccccc2)cc1OC (configuration not stated)	0%	-1%	0%	-19%	0%	-4%	?
Cc1n[nH]c(C)c1S(=O)(=O)N(CC(=O)Nc1ccc(C(F)(F)F)cc1)c1ccc(C(C)C)cc1	9%	-2%	1%	-18%	14%	?	?
O=S(=O)(NCc1nc2cccnc2n1Cc1ccccc1Cl)c1ccc2c(c1)CCCC2	-2%	-5%	-1%	?	17%	?	-19%

Next part, starting with the last 3 of the part before.
SMILES	GALK inhibitor	PTAP-TSG101 blk	B2AR arrestin ag	FH mod	NTMT1 inhibitor	p53null 32C kill	p53null 39C kill
COc1ccc(NC(=O)C2Cc3ccccc3CN2S(=O)(=O)c2ccccc2)cc1OC (configuration not stated)	0%	-1%	0%	-19%	0%	-4%	?
Cc1n[nH]c(C)c1S(=O)(=O)N(CC(=O)Nc1ccc(C(F)(F)F)cc1)c1ccc(C(C)C)cc1	9%	-2%	1%	-18%	14%	?	?
O=S(=O)(NCc1nc2cccnc2n1Cc1ccccc1Cl)c1ccc2c(c1)CCCC2	-2%	-5%	-1%	?	17%	?	-19%
COc1cccc(Cn2c(=O)n(-c3ccc(C)c(F)c3)c(=O)c3sc4ccccc4c32)c1	-6%	-4%	-2%	-13%	3%	4%	-14%
O=C(/C=C/c1ccco1)Nc1ccc(Cl)c(-c2nc3cc(Cl)ccc3o2)c1	1%	5%	0%	-13%	?	-13%	-27%
Cc1c(C(=O)Nc2ccccc2Br)oc2ccc(S(=O)(=O)N3CCOCC3)cc12	2%	-1%	-1%	-2%	-3%	0%	-9%
CCCCNC(=O)C(CC)Sc1nc2ccccc2c(=O)n1CCc1ccc(OC)c(OC)c1 (configuration not stated)	0%	0%	-4%	-3%	12%	2%	8%
Cc1ccccc1-c1noc(-c2cccnc2NCc2ccco2)n1	3%	0%	-3%	-11%	3%	6%	3%
Cc1ccc(C)c(C(=O)c2c(N)c(-c3nc(-c4ccc5c(c4)OCO5)cs3)c3ccccn23)c1	0%	-7%	-3%	-4%	8%	-5%	2%
CCOc1ccc(N(CC(=O)NCc2ccc(OC)cc2)S(=O)(=O)c2c(C)[nH]c(=O)[nH]c2=O)cc1	7%	1%	1%	-4%	10%	4%	2%
Cc1ccc(C(=O)CC2(O)C(=O)N(CCc3ccccc3)c3ccc(Br)cc32)cc1 (configuration not stated)	0%	-1%	1%	-25%	9%	62%[activator]	?
CCc1ccc(CNCc2c(C(=O)O)n(Cc3ccc(C)cc3)c3cc(C)ccc23)cc1	0%	-4%	0%	?	-11%	36%[activator]	?
Cn1c(Oc2ccc(F)cc2)nc2c1c(=O)n(Cc1ccccc1Cl)c(=O)n2C	3%	-6%	0%	-13%	-3%	?	-16%
CCOC(=O)C(C)NC(=O)c1c(C)oc2ncn(CC(C)C)c(=O)c12 (configuration not stated)	0%	-2%	-1%	1%	-18%	5%	-26%
CCCCn1c(CCCNC(=O)c2cccc(C)c2)nc2ccccc21	-1%	-3%	1%	-5%	?	4%	-1%
COc1cc(C(=O)Nc2ccc3nn(-c4ccc(F)cc4)nc3c2)cc(OC)c1OC	0%	0%	1%	-2%	10%	0%	-6%
